High-throughput results deposited in PubChem by National Center for Advancing Translational Sciences (NCATS).
aSyn rescue – inhibitors of alpha-synuclein toxicity in yeast. Yeast expressing alpha-synuclein, growth rescue, BacTiter-Glo, 24 h. Potency, µM (titrated, usually from 46.1 µM), for the others: at the top dose growth rescue (activation), usual class: activators. 370,000 tested, 0.14% active; further: % of control where 0% means no effect; nearly all actives have a fitted effect of over 65% in size
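Readout is rescue of growth in alpha-synuclein-expressing yeast, so inhibitors of toxicity appear as activators. Growth after 24 hr at 30 deg C in galactose medium is quantified by luminescence.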
GLP1R ag – activates the human GLP-1 receptor | HEK293 GLP-1R CRE-luciferase, luminescence, 4-6 h; cells express a hypersensitive GLP-1R form | 380,000 tested, 0.007% active | P43220 | Potency, µM (doses to about 45.6 µM), without a hit: at the highest dose activation, usual class: activators; further: % of control where 0% means no effect
Target sequence (P43220 whole entry, looked up): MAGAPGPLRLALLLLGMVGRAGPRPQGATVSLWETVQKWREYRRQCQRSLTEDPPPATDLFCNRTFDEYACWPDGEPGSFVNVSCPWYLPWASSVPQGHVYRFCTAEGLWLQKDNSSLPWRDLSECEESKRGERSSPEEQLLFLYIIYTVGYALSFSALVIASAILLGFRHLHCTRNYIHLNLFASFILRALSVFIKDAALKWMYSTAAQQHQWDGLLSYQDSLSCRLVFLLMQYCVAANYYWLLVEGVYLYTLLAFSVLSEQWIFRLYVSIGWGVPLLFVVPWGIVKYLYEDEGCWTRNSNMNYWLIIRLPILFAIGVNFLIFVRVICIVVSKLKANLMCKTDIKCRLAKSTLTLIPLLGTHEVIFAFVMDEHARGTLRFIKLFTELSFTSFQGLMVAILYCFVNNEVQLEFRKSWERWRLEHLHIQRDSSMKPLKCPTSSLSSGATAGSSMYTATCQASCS
FUS suppressor – FUS proteinopathy suppression in yeast; S. cerevisiae FUS-expressing, growth rescue, OD600, 24 h; 390,000 tested, 0.24% active; Potency, µM (top dose mostly 76.6 µM), for the others: top-dose growth rescue (activation), usual class: activators;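 further: plate controls were DMSO vehicle for no effect and reference control for full effect; nearly all actives have a fitted effect of over 55% in size; some results filed as inactive show a strong effect at the top dose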
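Restored growth of FUS-toxic S. cerevisiae, read as 600 nm absorbance after 24 h at 30C in galactose medium (starting OD 0.005). Controls CP55940 and DMSO.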
* = called active by the depositor; ? = inconclusive; nt = no result given; & = joins results of further samples; [ ] = remark or other dose. The call rests on the fitted dose curve; in most records, active means well fitted activation curve with a large enough effect; inconclusive means small, poorly fitted or top-dose-only effect; inactive means no such curve, though single readings can be large or run the other way. Potency means the concentration at half of the fitted maximal effect. These rows are one share of the data; the hit share may differ from the screen's.

SMILES	aSyn rescue	GLP1R ag	FUS suppressor
NC(Cc1ccc(Cl)cc1)C(=O)O (stereo unspecified)	-6%	11%	nt
NCCCNCCSP(=O)(O)O	-11%	-1%	nt
Nc1cc(Cl)c(NC2=NCCN2)c(Cl)c1	-1%	-4%	nt
O=C(O)CN(CCOCCOCCN(CC(=O)O)CC(=O)O)CC(=O)O	2%	-2%	nt
O=C(O)[C@@H](O)[C@@H](O)[C@H](O)[C@H](O)CO	3%	5%	nt
Cn1cnc2c1c(=O)[nH]c(=O)n2C	1%	-2%	nt
CCN1/C(=C/C=C/C=C/c2sc3ccccc3[n+]2CC)Sc2ccccc21	-65%[inhibitor]	-7%&-7%	nt
CC(=O)OCC1=C(C(=O)O)N2C(=O)C(NC(=O)Cc3ccccc3)C2SC1 (stereo unspecified)	0%	-4%	nt
CCCCCCCCCCCCCCCCCCOC[C@H](COP(=O)([O-])OCC[N+](C)(C)C)OC	-73%[inhibitor]	-3%	nt
OCc1cc([C@@H](O)CNCCCCCCOCCCCc2ccccc2)ccc1O	7%	38%	nt
C[n+]1cc2c3c(ccc2c2ccc4cc5c(cc4c21)OCO5)OCO3	-65%[inhibitor]	-12%	nt
CCOC(=O)N1CCN(C(=O)C[C@H]2C[C@@]3(C(=O)OC)C(=C[C@H](C4CCCC4)O[C@@H]3C)N(Cc3ccc(Cl)cc3Cl)C2=O)CC1	nt	nt	?
COC(=O)[C@]12CCCCC=C1N(Cc1ccc(OC)cc1)C(=O)[C@@H]2CC(=O)NCc1cccc(C(F)(F)F)c1	nt	nt	37%
CC(C)n1nnnc1C1(C)CCSCC(=O)N1Cc1cccc(C(F)(F)F)c1 (stereo unspecified)	nt	nt	5%
O=S1(=O)c2c(cccc2N2CCC[C@H]2CO)O[C@H]2CCN1C2	nt	nt	12%
CCCCC(=O)N1CCC(NS(=O)(=O)c2ccc3c(c2)CCN3C(C)=O)CC1	nt	nt	11%
O=C(c1cccc(Cl)c1)N1CCN(c2ccnc3cc(Cl)ccc23)CC1	nt	nt	-13%
O=C(NCC(c1ccccc1)c1ccccc1)[C@H](Cc1ccccc1)NC1(C(=O)NC2CCCCC2)CCC1	nt	nt	10%
CCCCCCCCNS(=O)(=O)CC1NCc2ccc(C)cc21 (stereo unspecified)	nt	nt	15%
CCOC(=O)[C@]12CCCCC/C=C\1N(CCc1ccc(Cl)cc1)C(=O)[C@H]2CC(=O)N1CCN(C(=O)C2CC2)CC1	nt	nt	?
CCn1c(COc2ccc(C)cc2)nnc1SCc1cccc(C(F)(F)F)c1	nt	nt	?
Cc1ccc(S(=O)(=O)N2CC[C@@]3(Cc4ccccc4)Cc4ccccc4C[C@@H]23)cc1	nt	nt	11%
C=CC[C@@H]1NN2C(=O)[C@@H](C)[C@@H]3c4ccccc4C=NN3[C@@H]2c2ccccc21	nt	nt	11%
O=S1(=O)c2ccc(Br)cc2OC[C@@H](c2ccccc2)N1Cc1cn(CCC2OCCCO2)nn1	nt	nt	-2%
CC1CCN(c2ccc(C(=O)O)cc2NS(=O)(=O)c2ccc(Br)s2)CC1	nt	nt	-1%
O=C(C1CCCN(S(=O)(=O)c2ccc(Br)s2)C1)N1CCN(Cc2ccccc2)CC1 (stereo unspecified)	nt	nt	12%
Cc1ccc(CN2CCCCC(NC(=O)Nc3cccc(F)c3)C2=O)cc1 (stereo unspecified)	nt	nt	9%
Cc1ccc(-c2c(C(=O)NC3CCCC3)oc(=O)c3ccccc23)cc1	nt	nt	15%
CC(C)CN1C(=O)C[C@]2(C(=O)N(C)c3ccc(NS(=O)(=O)C4CC4)cc32)C1c1ccccc1 (stereo partly specified)	nt	nt	13%
CCN(CC)C(=O)CC[C@H]1CC[C@]2(CCCN(C(=O)C3CCCC3)C2)O1	nt	nt	-9%
O=C(C1CCC1)n1ccc2ccc(-c3ccc4ccn(Cc5ccccc5)c4c3)cc21	nt	nt	?
Fc1ccc(-c2cc(-c3nnc4sc(-c5ccco5)nn34)[nH]n2)cc1	nt	nt	25%
CCOC(=O)[C@]12CCCC3=C1N(CCC3)C(=O)[C@@H](CC(=O)NCCCOC)C2	nt	nt	4%
CCCCCC(=O)NC1CCCCN(Cc2ccc(C)cc2)C1=O (stereo unspecified)	nt	nt	-1%
CC(C)N1CCCCC(NC(=O)c2cccc(F)c2)C1=O (stereo unspecified)	nt	nt	-22%
O=S1(=O)CC2c3ccc(F)cc3CN2CN1CCc1ccccc1 (stereo unspecified)	nt	nt	2%
COC(=O)CN1CCN(C(=O)c2csc(N3CCOCC3)n2)CC1	nt	nt	6%
O=C(C1CCCN1S(=O)(=O)c1ccc(F)cc1)N1CCc2ccccc2C1 (stereo unspecified)	nt	nt	-6%
CC(=O)N1CCc2c1cccc2S(=O)(=O)NC(CC(C)C)C(=O)Nc1ccc(F)cc1Cl (stereo unspecified)	nt	nt	17%
CCOC(=O)[C@]12CCCC3=C1N(CCC3)C(=O)[C@@H](CC(=O)NCCc1ccccc1OC)C2	nt	nt	13%
C[C@H]1/C=C/CC(=O)N[C@@H](c2ccc3ccccc3c2)[C@@H](C)/C=C/CC(=O)N[C@H]1c1ccc2ccccc2c1	nt	nt	?
C=C(C)Cn1c(SCC(=O)NN=Cc2c(O)ccc3ccccc23)nnc1-c1ccc(Br)cc1	nt	nt	44%
Cc1ccc(-n2c(SCC(=O)C(C)(C)C)nnc2-c2cccc(C)c2)cc1	nt	nt	25%
COc1ccc(S[C@]2(C(=O)N3CCCC3)CC(=O)N(C(=O)CCc3ccccc3)[C@@H]2c2ccc(OC)cc2)cc1	nt	nt	?
COC(=O)[C@]12CCCCC=C1N(Cc1ccc(OC)cc1)C(=O)[C@@H]2CC(=O)NCc1ccc(OC)c(OC)c1	nt	nt	?
O=C(c1cc(Cl)ccc1F)N1CCCC(c2nc(-c3cccs3)no2)C1 (stereo unspecified)	nt	nt	31%
O=C(NCCC1=CCCCC1)C1CCN(S(=O)(=O)c2ccc(Cl)s2)CC1	nt	nt	-4%
CCC(NC(=O)CN1CCN(c2cccc(OC)c2)CC1)c1ccccc1 (stereo unspecified)	nt	nt	7%
CCCCN1CCN(C2=Nc3ccccc3Sc3ccccc32)CC1	nt	nt	2%
Cc1ccc(CN2CCCCC(NC(=O)Nc3ccccc3)C2=O)cc1 (stereo unspecified)	nt	nt	-10%
CC(=O)Nc1ccc(/C=N\NC(=O)c2cccc(S(=O)(=O)N(C)C)c2)cc1	nt	nt	0%
COc1ccc2c(c1)CCCN2C(=O)C1CCCN(S(=O)(=O)c2cccs2)C1 (stereo unspecified)	nt	nt	24%
O=C(NCCCc1ccccc1)OC1CCC12CCC(c1ccccc1)CC2 (stereo unspecified)	nt	nt	34%
COc1ccc2ccccc2c1C=Nn1c(-c2n[nH]c3c2CCC3)n[nH]c1=S	nt	nt	2%
Cc1ccc(S(=O)(=O)NCC(=O)N2CCN(c3ccccn3)CC2)s1	nt	nt	19%
Cc1cc(NC(=O)c2ccc(NS(=O)(=O)c3ccccc3)cc2)no1	nt	nt	14%
CCC(=O)OCCCN1CCC2(CCCCC2)C1=O	nt	nt	-7%
O=C(Nc1ccc(F)cc1)OCc1cn(Cc2ccc(F)cc2F)nn1	nt	nt	-18%
CS(=O)(=O)N1CCC(C(=O)NCC2COc3ccccc3O2)CC1 (stereo unspecified)	nt	nt	-3%
C/C=C/C(=O)N1CCC(C(=O)NCC2COc3ccccc3O2)CC1 (stereo unspecified)	nt	nt	-3%

Part of the list above, with values under each structure.
The line under a structure holds: aSyn rescue | GLP1R ag | FUS suppressor
- O=C(NCCC1=CCCCC1)C1CCN(S(=O)(=O)c2ccc(Cl)s2)CC1
    nt | nt | -4%
- CCC(NC(=O)CN1CCN(c2cccc(OC)c2)CC1)c1ccccc1 (stereo unspecified)
    nt | nt | 7%
- CCCCN1CCN(C2=Nc3ccccc3Sc3ccccc32)CC1
    nt | nt | 2%
- Cc1ccc(CN2CCCCC(NC(=O)Nc3ccccc3)C2=O)cc1 (stereo unspecified)
    nt | nt | -10%
- CC(=O)Nc1ccc(/C=N\NC(=O)c2cccc(S(=O)(=O)N(C)C)c2)cc1
    nt | nt | 0%
- COc1ccc2c(c1)CCCN2C(=O)C1CCCN(S(=O)(=O)c2cccs2)C1 (stereo unspecified)
    nt | nt | 24%
- O=C(NCCCc1ccccc1)OC1CCC12CCC(c1ccccc1)CC2 (stereo unspecified)
    nt | nt | 34%
- COc1ccc2ccccc2c1C=Nn1c(-c2n[nH]c3c2CCC3)n[nH]c1=S
    nt | nt | 2%
- Cc1ccc(S(=O)(=O)NCC(=O)N2CCN(c3ccccn3)CC2)s1
    nt | nt | 19%
- Cc1cc(NC(=O)c2ccc(NS(=O)(=O)c3ccccc3)cc2)no1
    nt | nt | 14%
- CCC(=O)OCCCN1CCC2(CCCCC2)C1=O
    nt | nt | -7%
- O=C(Nc1ccc(F)cc1)OCc1cn(Cc2ccc(F)cc2F)nn1
    nt | nt | -18%
- CS(=O)(=O)N1CCC(C(=O)NCC2COc3ccccc3O2)CC1 (stereo unspecified)
    nt | nt | -3%

Remaining list, next part.
SMILES	aSyn rescue	GLP1R ag	FUS suppressor
COC(CNC(=O)[C@H](Cc1ccccc1)NC(C)(C)C(=O)NC1CCCCC1)OC	nt	nt	-4%
CCc1ccc(C=NN2CCN(Cc3ccc(C)cc3C)CC2)cc1	nt	nt	-2%
C/C(=N/NC(=O)CN1CCN(Cc2ccccc2Cl)CC1)c1cccc(O)c1	nt	nt	-2%
COc1ccc(S[C@]2(C(=O)N3CCN(C(C)=O)CC3)CC(=O)N[C@@H]2c2ccc(OC)cc2)cc1	nt	nt	12%
O=C(OCC#CCSc1nnc(-c2ccccc2F)o1)c1ccc(F)cc1	nt	nt	27%
CC(=O)Nc1ccc(OC[C@@H](O)CN2CCC(C(O)(c3ccccc3)c3ccccc3)CC2)cc1	nt	nt	8%
CC(=O)OC12CCCN(C1)/C(=C/c1cccnc1)C2 (stereo unspecified)	nt	nt	-17%
CCn1c(SCC(=O)NN=Cc2c[nH]c3ccccc23)nc2ccccc21	nt	nt	9%
Cc1ccc(-n2c(SCc3cccc4ccccc34)nnc2-c2ccccn2)cc1	nt	nt	?
CC(C)c1ccc(C(=O)Nc2cc(Cl)ccc2C(=O)O)cc1	nt	nt	-13%
COC(=O)C[C@@H]1CC[C@H]2[C@H](COc3ccc(NC(=O)C4CCC4)cc3C(=O)N2C)O1	nt	nt	15%
C=CCNC(=O)Nc1ccc2c(c1)[C@@]1(CC(=O)N(CC(C)C)C1c1ccccc1)C(=O)N2C (stereo partly specified)	nt	nt	12%
N#CCC[C@@H]1CC[C@]2(CCCN(C(=O)C3CCCCC3)C2)O1	nt	nt	-20%
COc1ccc(Cn2cc(COC(=O)NCC(C)C)nn2)cc1	nt	nt	-20%
Cc1ccc(CN[C@@H]2CC[C@@]34CCCN3C(=O)CCC[C@H]4C2)cc1	nt	nt	15%
Cc1cccc(CCNC(=O)Cn2ncc3c2-c2cc(C)ccc2OC3)c1	nt	nt	27%
CCOC(=O)C1(Cc2ccccc2)CCN(Cc2cn(C(C)=O)c3ccccc23)CC1	nt	nt	7%
COCCNC(=O)[C@]1(C#N)CC(=O)N(C)[C@@H]1c1ccccc1	nt	nt	-22%
COC(=O)[C@]12C[C@H](CC(=O)N3CCC(c4ccccc4)CC3)C(=O)N(Cc3cccc4ccccc34)C1=C[C@H](COCc1ccccc1)O[C@@H]2C	nt	nt	33%
CCCCNC(=O)C[C@H]1C[C@@]2(C(=O)OC)C(=C[C@H](C3CCCC3)O[C@@H]2C)N(Cc2cccc3ccccc23)C1=O	nt	nt	13µM*
Cc1cccc(NC(=O)Nc2ccccc2C(=O)N2CCCC2)c1	nt	nt	-16%
CN(Cc1ccccc1)C(=O)OCc1cn(Cc2ccccc2C(F)(F)F)nn1	nt	nt	33%
S=c1[nH]nc(-c2cc(-c3ccccc3)n[nH]2)n1N=Cc1cccc(OCc2ccccc2)c1	nt	nt	3%
CCOC(=O)Cc1nc(N2CCN(CCO)CC2)c2c(C)c(C(=O)OCC)sc2n1	nt	nt	31%
CC(Cl)C(=O)N1CCC(C(=O)NC2CCCc3ccccc32)CC1 (stereo unspecified)	nt	nt	-13%
C=CCN1C(=O)[C@@H](CC(=O)N2CCCCC2)[C@]2(C(=O)OC)CCCCC=C12	nt	nt	5%
COc1ccccc1C(=O)NC1CCCCN(C(C)C)C1=O (stereo unspecified)	nt	nt	-16%
Cc1ccccc1Cn1ccc2ccc(-c3ccc4ccn(Cc5ccccc5)c4c3)cc21	nt	nt	33%
CCOC(=O)[C@@]12CCCC=C1N(CCc1ccc(Cl)cc1)C(=O)[C@H]2CC(=O)N1CCCC1	nt	nt	?
CCCCCCC(=O)NC1CCCCN(Cc2ccc(C)cc2)C1=O (stereo unspecified)	nt	nt	27%
COc1ccc(S[C@]2(C(=O)N3CCOCC3)CC(=O)N(C(=O)CCc3ccccc3)[C@@H]2c2ccc(OC)cc2)cc1	nt	nt	40%
CC(C)N1CCc2c(sc(NC(=O)C(F)F)c2-c2nc3ccccc3s2)C1	nt	nt	12%
